Yp Topo-I inh: Y. pestis Topo-I inhibition via cleavage products; AID 504884; activity, % at 10 µM; Y. pestis Topo-I cleavage product accumulation, plate reader; 360,000 compounds, 0.064% hits; in the data active = activity above about 50%, passing the limit was not always enough; also: inactives centre near 2
PriA SSB inh: inhibitors of Klebsiella pneumoniae PriA binding to SSB C-terminal tail; AlphaScreen SSBct-PriA binding, biotinylated peptide; inhibition, % at 33 µM; 430,000 compounds, 0.6% hits; in the data active = inhibition mostly above about 37%, no sharp cut-off; inactive = mostly below about 20%;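 also: plate controls were negative control peptide for no effect and reference peptide for full effect; strong numbers were not always called active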
TcdB inh: blocks C. difficile toxin B glycohydrolase activity | TcdB glycohydrolase enzymatic assay, plate reader | P18177 | inhibition, % at 9.99 µM | 350,000 compounds, 0.24% hits; in the data active = inhibition above about 10%
3CLpro inhibitor: SARS-CoV 3CLpro protease inhibition. AID 1706. recombinant SARS-CoV 3CLpro, quenched FRET peptide cleavage. 290,000 compounds, 0.14% hits. inhibition, % at 6 µM; in the data active = inhibition above about 12%
BH1578 lux ind: induces V. cholerae light production without autoinducers | V. cholerae BH1578 lux reporter, luminescence, 6 h | activation, % at 18.7 µM | 350,000 compounds, 0.16% hits | AID 588436; in the data active = activation mostly above about 9.7%, no sharp cut-off; also: not every result past the cut was called active; inactives centre near 0; reference of the scale not given here
CCHFV vOTU inh: blocks the CCHF virus ovarian tumor domain protease; AID 651958; inhibition, % at 11.5 µM; 370,000 compounds, 0.55% hits; CCHFV vOTU protease, Pep-AMC fluorescence; in the data active = inhibition above about 30%; also: 0% = vehicle wells with enzyme and 100% = no enzyme wells
VHR inh abs: DUSP3 (human) phosphatase inhibition | 290,000 compounds, 0.52% hits | recombinant VHR phosphatase, pNPP absorbance | inhibition, % at 13.3 µM | P51452; in the data active = inhibition above about 50%; also: some compounds called inactive have numbers as strong as hits
Target sequence (P51452 whole entry, looked up): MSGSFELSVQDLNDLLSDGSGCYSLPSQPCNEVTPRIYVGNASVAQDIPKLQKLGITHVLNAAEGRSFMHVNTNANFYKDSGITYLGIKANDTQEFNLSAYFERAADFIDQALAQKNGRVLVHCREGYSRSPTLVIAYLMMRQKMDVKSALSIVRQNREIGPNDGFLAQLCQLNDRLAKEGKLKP
MazEF act: MazEF (E. coli) toxin RNase activation; P0AE70; FAM/BHQ RNA-DNA oligo cleavage fluorescence, 5 h; activation, % at 20 µM; 350,000 compounds, 0.32% hits; in the data active = activation above about 50%
Target sequence (P0AE70 whole entry, looked up): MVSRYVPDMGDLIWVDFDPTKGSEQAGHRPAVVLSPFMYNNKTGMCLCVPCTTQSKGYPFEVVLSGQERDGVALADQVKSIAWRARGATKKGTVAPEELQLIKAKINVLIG
PrPC surface inh: cell surface PrPC inhibition, primary TR-FRET screen; P04156; TR-FRET read-out; inhibition, % at 13.8 µM; 370,000 compounds, 0.43% hits; AID 720596; in the data active = inhibition above about 24%; also: 0% = median of the test wells and 100% = reference compound wells
Rv3671c inh: inhibitors of M. tuberculosis serine protease Rv3671c; P9WHR9; inhibition, % at 5.96 µM; 320,000 compounds, 0.048% hits; AID 2606; in the data active = inhibition above about 38%;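 also: extracellular domain of Rv3671c used as enzyme; 0% = enzyme with DMSO and 100% = no enzyme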
Target sequence (P9WHR9 whole entry, looked up, the tested form may be a part): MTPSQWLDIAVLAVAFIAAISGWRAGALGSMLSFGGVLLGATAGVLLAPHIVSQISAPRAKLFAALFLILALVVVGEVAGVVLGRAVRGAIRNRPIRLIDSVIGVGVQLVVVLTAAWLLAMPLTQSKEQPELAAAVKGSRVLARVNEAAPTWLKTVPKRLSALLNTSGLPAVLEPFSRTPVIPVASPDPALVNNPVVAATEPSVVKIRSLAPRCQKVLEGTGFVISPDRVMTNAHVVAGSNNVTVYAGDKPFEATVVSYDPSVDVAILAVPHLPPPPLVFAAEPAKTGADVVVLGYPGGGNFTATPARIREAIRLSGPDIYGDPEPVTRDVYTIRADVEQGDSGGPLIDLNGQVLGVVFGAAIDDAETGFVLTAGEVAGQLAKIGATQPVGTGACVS
Active calls of the source: *; i = inactive; · = no result given. The list is partial; rates above refer to the full screens.

(1) CCc1ccc(C(=O)NNC(=O)c2cccc(N3C(=O)CCC3=O)c2)cc1
(2) O=C(NC(=S)Nc1cccc(NC(=O)c2ccccc2Cl)c1)c1cccs1
(3) COc1ccc(CCNC(=O)C2CCN(S(=O)(=O)c3ccc4nc5c(c(C(=O)O)c4c3)CCCC5)CC2)cc1OC
(4) O=C(Cc1ccc(-c2ccccc2)cc1)NCc1cccnc1
(5) O=C(COc1ccc(Cl)cc1Cl)NNC(=S)NC(=O)c1ccco1

assay / compound,1,2,3,4,5
Yp Topo-I inh,-5,3,-6,-2,4
PriA SSB inh,-3,14,-1,-13,-7
TcdB inh,0.3,0.4,1.8,2.0,2.8
3CLpro inhibitor,·,3,-5,2,0
BH1578 lux ind,-11,-2.4,i,i,-0.9
CCHFV vOTU inh,-10,-6,-3,3,-6
VHR inh abs,·,1,-27,4,16
MazEF act,3,-5,7,1,4
PrPC surface inh,3,2,-11,1,10
Rv3671c inh,6,-10,3,3,5

(6) COc1ccc(NC(=O)COc2ccc(N(C)S(=O)(=O)c3ccc(Cl)cc3)cc2)cc1
(7) Cc1ccc(NC(=O)C2CCCN(c3ncccn3)C2)c(C)c1 (stereo unspecified)
(8) CS(=O)(=O)N(CC(=O)N1CCCC1)c1cccc(F)c1
(9) Cc1cccnc1NC(=O)CSc1nnc(COc2ccc(C(C)C)cc2)n1C
(10) CC(C)C(=O)Nc1ccc(C(=O)NNC(=O)C(c2ccccc2)c2ccccc2)cc1

assay / compound,6,7,8,9,10
Yp Topo-I inh,28,0,1,-5,0
PriA SSB inh,4,-9,-8,-3,-5
TcdB inh,0.1,0.3,0.4,0.9,·
3CLpro inhibitor,·,-3,1,4,0
BH1578 lux ind,i,-0.2,i,-0.1,-0.5
CCHFV vOTU inh,12,6,-2,-9,5
VHR inh abs,·,17,0,37,10
MazEF act,-8,1,3,0,2
PrPC surface inh,11,5,4,1,10
Rv3671c inh,-19,-1,1,9,-15

(11) COc1ccccc1/C=C/C=N/n1c(COc2ccccc2)n[nH]c1=S
(12) CCc1cc2c(-n3nc(C)cc3C)ncnc2s1
(13) COc1ccc(CCN2CCCn3c2nc2c3c(=O)n(Cc3ccccc3F)c(=O)n2C)cc1OC
(14) COC(=O)[C@H](Cc1ccc(O)cc1)NC(=O)Cn1cnc(C(=O)Nc2ccc(C)c(C)c2)n1
(15) O=C(O)CSCc1c(F)cccc1Cl

assay / compound,11,12,13,14,15
Yp Topo-I inh,21,3,19,2,-9
PriA SSB inh,·,-29,-14,-5,-3
TcdB inh,·,·,·,0.3,·
3CLpro inhibitor,1,-1,0,·,6
BH1578 lux ind,-0.7,-0.4,i,1.9,0.6
CCHFV vOTU inh,8,-8,-12,-7,-11
VHR inh abs,24,-1,-5,·,-5
MazEF act,-3,-8,10,8,7
PrPC surface inh,-6,1,5,5,-5
Rv3671c inh,-6,6,-1,·,-3

(16) CCOC(=O)c1sc(NC(=O)CN2C(=O)c3cccc4cccc(c34)C2=O)nc1C
(17) Cn1cc(Cl)c(-c2n[nH]c(=S)n2C2CCCCC2)n1
(18) Cc1cc(C)cc(NC(=O)c2cccc(NC3=NC4CS(=O)(=O)CC4S3)c2)c1 (stereo unspecified)
(19) O=C1CNCc2[nH]c3ccccc3c2N1c1ccccc1
(20) CC[C@]12c3[nH]c4ccccc4c3CCN1C(=O)C(CC(=O)NC/C=C(\C)CCC=C(C)C)C[C@@H]2C(=O)N1CCN(C(=O)C2CC2)CC1 (stereo partly specified)

assay / compound,16,17,18,19,20
Yp Topo-I inh,4,0,11,4,29
PriA SSB inh,-14,6,-4,16,0
TcdB inh,·,3.4,1.4,·,0.8
3CLpro inhibitor,0,7,2,3,·
BH1578 lux ind,-2.0,-0.3,i,i,-0.2
CCHFV vOTU inh,2,-9,2,13,10
VHR inh abs,20,-14,21,2,·
MazEF act,11,4,10,-2,9
PrPC surface inh,-8,-4,-1,-4,-5
Rv3671c inh,-4,3,8,-4,4

(21) CCOC(=O)C1CCCN(C(=O)CCc2ccccc2)C1 (stereo unspecified)
(22) CCOC(=O)C1CCN(C(=O)C2CCCN2S(=O)(=O)c2ccc(Cl)cc2)CC1 (stereo unspecified)
(23) O=C(CSc1nnc(-c2ccco2)n1-c1ccccc1)NCc1ccc2c(c1)OCO2
(24) Cc1ccccc1OCCSc1nc(N(C)C)nc(N(C)C)n1
(25) O=C(Cc1ccccc1)N1O[C@H]2C=C[C@@H]1CC2

assay / compound,21,22,23,24,25
Yp Topo-I inh,-4,8,4,13,-1
PriA SSB inh,-8,-8,-11,-13,-6
TcdB inh,·,0.4,·,1.2,-1.3
3CLpro inhibitor,2,-2,-5,4,·
BH1578 lux ind,-0.3,i,0.9,-0.2,0.6
CCHFV vOTU inh,4,-4,-7,-1,-4
VHR inh abs,4,23,20,-1,·
MazEF act,5,-5,3,0,14
PrPC surface inh,2,1,-3,-3,1
Rv3671c inh,1,-11,2,-12,·

(26) O=P(Oc1ccccc1)(Oc1ccccc1)C(Nc1ccccc1)c1ccccc1 (stereo unspecified)
(27) O=Cc1cn(CC(=O)N2CCCCC2)c2ccccc12
(28) O=C(NCCOc1ccccc1)c1ncn[nH]1
(29) COc1cccc(-n2nnnc2SCC(=O)Nc2cccc(NC(C)=O)c2)c1
(30) CC(=O)O[C@@H]1[C@@H](OC(C)=O)[C@H](n2ccc3cc([N+](=O)[O-])ccc32)OC[C@@H]1OC(C)=O

assay / compound,26,27,28,29,30
Yp Topo-I inh,40,0,-5,2,2
PriA SSB inh,-12,-18,-9,-3,-3
TcdB inh,·,·,·,·,·
3CLpro inhibitor,-3,1,5,-2,-6
BH1578 lux ind,-0.3,i,i,i,-0.5
CCHFV vOTU inh,-16,-17,0,5,-3
VHR inh abs,16,-1,20,2,·
MazEF act,-3,4,-9,-1,2
PrPC surface inh,0,-6,4,5,-10
Rv3671c inh,-11,-6,7,-24,-3

(31) Cc1cc(C)c(S(C)(=O)=O)c(Oc2cccc(C(F)(F)F)c2)n1
(32) CCN1CCN(c2cc(C)c3cc(NC(=O)c4ccc(Br)o4)ccc3n2)CC1
(33) CC(Oc1ccc(Br)cc1)C(=O)NCC1(N2CCCCC2)CCCCC1 (stereo unspecified)
(34) O=C1C(CSCc2ccccc2)NC(=S)N1c1ccccc1 (stereo unspecified)
(35) CC(=O)Nc1ccc(S(=O)(=O)NCCC(=O)Nc2cccc(Cl)c2)cc1

assay / compound,31,32,33,34,35
Yp Topo-I inh,3,6,10,-9,3
PriA SSB inh,-11,13,-13,-19,-13
TcdB inh,4.7,·,1.3,0.9,0.6
3CLpro inhibitor,0,-9,·,3,6
BH1578 lux ind,-0.2,-3.8,-3.8,i,-0.3
CCHFV vOTU inh,7,5,3,-11,-10
VHR inh abs,12,1,·,1,22
MazEF act,0,3,1,5,4
PrPC surface inh,-5,-9,0,12,0
Rv3671c inh,-3,-2,-1,98*,-11

(36) CN(C)c1ccc(C(c2ccc(N(C)C)cc2)C(O)c2ccccc2)cc1 (stereo unspecified)
(37) C=CCNC(=O)C1CCC(=O)N1S(=O)(=O)c1ccc(C)cc1 (stereo unspecified)
(38) O=C(NC(=S)NNC(=O)c1cnccn1)c1ccc(F)cc1
(39) NS(=O)(=O)c1cccnc1Nc1cccc(Cl)c1Cl
(40) COc1ccc2[nH]cc(C3N4CC5(C)CN3CC(C)(C4)C5=O)c2c1 (stereo unspecified)

assay / compound,36,37,38,39,40
Yp Topo-I inh,10,-1,2,-10,6
PriA SSB inh,20,-4,42*,-8,-8
TcdB inh,-0.6,1.3,-0.4,·,·
3CLpro inhibitor,·,4,3,8,-4
BH1578 lux ind,·,-0.4,-0.3,-0.4,5.6
CCHFV vOTU inh,-11,-3,-12,-7,-8
VHR inh abs,·,-5,18,-17,24
MazEF act,-4,8,8,0,9
PrPC surface inh,10,-8,-9,-5,1
Rv3671c inh,·,0,-2,2,-3

(41) O=[N+]([O-])c1cc(-c2cnc3ccccc3n2)ccc1Oc1ccc(Cl)cc1
(42) O=C(NN1C(=O)c2ccccc2C1=O)c1ccc2c(c1)C(=O)N(CC1CCCO1)C2=O (stereo unspecified)
(43) COC(=O)C(C(=O)OC)C(C[N+](=O)[O-])c1ccc(OC)c(OC)c1 (stereo unspecified)
(44) COC(=O)c1c(NC(=O)CN2CCOCC2)sc2c1CCC(C)C2 (stereo unspecified)
(45) O=C(NCCc1ccccc1)C1CCC(=O)N(CCCN2CCCC2=O)C1 (stereo unspecified)

assay / compound,41,42,43,44,45
Yp Topo-I inh,0,1,7,5,-1
PriA SSB inh,1,2,-8,10,-5
TcdB inh,0.9,0.0,·,·,1.3
3CLpro inhibitor,-2,4,1,-2,-2
BH1578 lux ind,-0.3,i,i,i,-1.2
CCHFV vOTU inh,-3,-4,-6,12,-17
VHR inh abs,3,14,23,8,-7
MazEF act,1,4,5,-20,4
PrPC surface inh,5,1,-1,0,2
Rv3671c inh,-21,-1,-1,0,2

(46) Cn1cnnc1Sc1ccc(/C=C/C(=O)c2ccc(O)cc2)cc1[N+](=O)[O-]
(47) CCOC(=O)c1cc(C#N)c(SCC(=O)c2cc(C#N)c(SC)nc2C)[nH]c1=O
(48) O=C(CN1C(=O)CC(c2ccccc2)S(=O)(=O)c2ccccc21)N1CCCC1 (stereo unspecified)
(49) O=C1c2ccccc2C(=O)N1CCc1ccccn1
(50) CCOC(=O)C1CCN(C(=O)C(C)c2ccc([N+](=O)[O-])cc2)CC1 (stereo unspecified)
(51) O=C(O)c1ccc(/C=N/NC(=O)C2CC2(c2ccccc2)c2ccccc2)cc1 (stereo unspecified)

assay / compound,46,47,48,49,50,51
Yp Topo-I inh,-10,-8,-2,3,3,·
PriA SSB inh,4,-9,-2,-25,-3,·
TcdB inh,0.2,-1.1,0.1,·,-0.6,0.7
3CLpro inhibitor,-2,-2,4,0,0,3
BH1578 lux ind,i,5.0,-0.5,i,-0.3,·
CCHFV vOTU inh,-3,2,-1,2,-6,6
VHR inh abs,29,7,6,8,8,4
MazEF act,7,-12,-19,5,7,·
PrPC surface inh,-12,5,-3,2,0,-9
Rv3671c inh,7,-6,3,1,0,4

Of the compounds above, seven have an NH in an aromatic ring.
(11) COc1ccccc1/C=C/C=N/n1c(COc2ccccc2)n[nH]c1=S
(17) Cn1cc(Cl)c(-c2n[nH]c(=S)n2C2CCCCC2)n1
(19) O=C1CNCc2[nH]c3ccccc3c2N1c1ccccc1
(20) CC[C@]12c3[nH]c4ccccc4c3CCN1C(=O)C(CC(=O)NC/C=C(\C)CCC=C(C)C)C[C@@H]2C(=O)N1CCN(C(=O)C2CC2)CC1 (stereo partly specified)
(28) O=C(NCCOc1ccccc1)c1ncn[nH]1
(40) COc1ccc2[nH]cc(C3N4CC5(C)CN3CC(C)(C4)C5=O)c2c1 (stereo unspecified)
(47) CCOC(=O)c1cc(C#N)c(SCC(=O)c2cc(C#N)c(SC)nc2C)[nH]c1=O

assay / compound,11,17,19,20,28,40,47
Yp Topo-I inh,21,0,4,29,-5,6,-8
PriA SSB inh,·,6,16,0,-9,-8,-9
TcdB inh,·,3.4,·,0.8,·,·,-1.1
3CLpro inhibitor,1,7,3,·,5,-4,-2
BH1578 lux ind,-0.7,-0.3,i,-0.2,i,5.6,5.0
CCHFV vOTU inh,8,-9,13,10,0,-8,2
VHR inh abs,24,-14,2,·,20,24,7
MazEF act,-3,4,-2,9,-9,9,-12
PrPC surface inh,-6,-4,-4,-5,4,1,5
Rv3671c inh,-6,3,-4,4,7,-3,-6
